Screening results from PubChem.
HGIII-sPLA2 inh – human group III sPLA2 inhibitors, primary screen, biochemical, QFRET, BODIPY PC-A2 liposome substrate. Group 3 secretory phospholipase A2 (Homo sapiens), Q9NZ20. AID 743126, 2013. QFRET BODIPY PC-A2 liposome hydrolysis, fluorescence. inhibition, % at 12.2 µM. hit rate 0.56% among 370,000;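 active means inhibition above mean plus 3 SD of compounds lying within the high and low control bounds, cut at about 19% in these data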;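 further: 0% = median of test compound wells and 100% = no enzyme DMSO wells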
Target sequence (Q9NZ20 whole entry, looked up): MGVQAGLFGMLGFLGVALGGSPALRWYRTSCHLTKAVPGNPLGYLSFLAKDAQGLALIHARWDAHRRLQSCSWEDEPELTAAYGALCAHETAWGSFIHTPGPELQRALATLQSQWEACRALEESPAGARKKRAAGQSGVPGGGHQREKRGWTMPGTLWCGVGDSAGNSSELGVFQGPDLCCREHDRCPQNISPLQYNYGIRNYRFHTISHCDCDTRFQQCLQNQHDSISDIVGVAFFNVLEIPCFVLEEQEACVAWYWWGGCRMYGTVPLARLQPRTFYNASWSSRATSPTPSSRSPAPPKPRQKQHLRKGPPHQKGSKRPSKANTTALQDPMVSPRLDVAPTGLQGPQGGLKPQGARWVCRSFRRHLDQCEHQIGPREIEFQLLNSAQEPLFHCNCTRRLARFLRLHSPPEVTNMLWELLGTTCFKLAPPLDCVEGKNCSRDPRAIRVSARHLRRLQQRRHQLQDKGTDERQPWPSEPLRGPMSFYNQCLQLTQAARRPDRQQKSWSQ
ARFGAP1 inh – inhibitors of rat ARFGAP1 GAP activity, primary screen, biochemical, fluorescence polarization, GDP tracer; ADP-ribosylation factor GTPase-activating protein 1 (Rattus norvegicus), Q62848; Arfgap1-stimulated ARF1 GTP hydrolysis, GDP FP detection; inhibition, % at 16.5 µM; hit rate 0.26% among 360,000; AID 651572, 2012;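 active means inhibition above a per-plate limit, mean inhibition of low control wells plus 3 SD, cut at about 25% in these data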;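 further: 0% = DMSO wells with enzyme and 100% = wells lacking Arfgap1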
Target sequence (Q62848 1-136 limits assumed): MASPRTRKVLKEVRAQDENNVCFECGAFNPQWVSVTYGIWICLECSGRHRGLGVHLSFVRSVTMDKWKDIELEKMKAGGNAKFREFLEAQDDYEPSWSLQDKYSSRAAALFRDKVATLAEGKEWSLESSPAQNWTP
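Material – truncated rat Arfgap1 GAP domain · Buffer or medium – HEPES-based buffer, pH 7.5 · Reagent – human ARF1(Δ1-17)-GTP substrate · Dosing – 16.5 µM single point, 1.26% DMSO · Schedule – GTP hydrolysis reaction 2 h at 25 °C · Technique – GDP detection by fluorescence polarization · Benchmarks – No-Arfgap1 wells (100%) versus DMSO full-reaction wells (0%) · Repeats – single replicate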
DDE Tn6 FP inh – inhibitors of Tn6 peptide binding to fibrin DD(E), primary screen, biochemical, fluorescence polarization, human fibrin, Tn6 probe; Fibrinogen beta chain (Homo sapiens), P02675; Fibrin DD(E) TRITC-Tn6 fluorescence polarization displacement; inhibition, % at 8.3 µM; hit rate 0.21% among 370,000;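 active means inhibition above a per-campaign cutoff: mean of compounds within control limits plus 3 SD, cut at about 15% in these data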;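 further: 0% = median of all compound wells on the plate and 100% = blocking peptide control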
NPR2 activator – human GC-B receptor activators, primary screen, HEK293 GC-B cells, cGMP TR-FRET, EC30 CNP | AID 1920062, 2024 | activation, % at 10 µM | hit rate 0.11% among 370,000 | 0% at EC30 CNP, 100% saturating CNP;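 active means activation at 10 µM reaching about 35% in either raw or pattern-adjusted values, limit read from the data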
NPR1 activator – GC-A stimulated cGMP production enhancers – HEK293 GC-A cells, cGMP TR-FRET, EC30 ANP, primary screen | Atrial natriuretic peptide receptor 1 (Homo sapiens), P16066 | activation, % at 10 µM | 0% at EC30 ANP, 100% saturating ANP | hit rate 0.14% among 370,000; in the data active means activation above about 40%
rCAG RNA binder – binders of r(CAG) RNA repeats, primary screen, biochemical, fluorescence | r(CAG) RNA repeat, TO-PRO-1 dye displacement fluorescence | inhibition, % at 3 µM | hit rate 1.3% among 370,000 | AID 651821, 2012;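 active means inhibition above the plate cutoff, the mean of all test compounds on that plate plus 3 SD, cut at about 35% in these data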;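 further: 0% = DMSO alone and 100% = 100 µM mitoxantrone as full dye displacement; higher means more dye released from RNA so lower well fluorescence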
proKLK7 act – proKLK7 zymogen activators, primary screen, biochemical, fluorescence intensity; purified proKLK7, EDANS-DABCYL substrate fluorescence; 100% is mature enzyme control, 0% vehicle; activation, % at 7 µM; hit rate 0.9% among 370,000; AID 652039, 2013;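 active means activation above the mean of all tested compounds plus 3 SD, computed per campaign excluding outliers beyond control limits, cut at about 13% in these data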
Target sequence (P49862 whole entry, looked up): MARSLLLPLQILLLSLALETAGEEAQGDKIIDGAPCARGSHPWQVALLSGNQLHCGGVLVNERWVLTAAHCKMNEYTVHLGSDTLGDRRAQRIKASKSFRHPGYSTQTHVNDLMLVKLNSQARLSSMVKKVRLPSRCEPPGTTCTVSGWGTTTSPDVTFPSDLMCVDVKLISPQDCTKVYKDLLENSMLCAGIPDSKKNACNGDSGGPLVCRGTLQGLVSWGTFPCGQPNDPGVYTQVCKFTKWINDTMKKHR
GAA850 FXN act – FXN promoter activators, primary screen, cell-based, luciferase luminescence, HEK293 lucGAA850 | HEK293 lucGAA850 FXN promoter luciferase reporter, 24 h; percent of 10 µM SAHA response | activation, % at 6 µM | hit rate 0.56% among 360,000 | AID 540364, 2011;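 active means activation above the average of all compounds screened plus 3 SD, cutoff fixed separately per campaign, cut at about 7.5% in these data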;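 further: 0% = DMSO wells and 100% = 10 µM SAHA wells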
ASAP1 inh – inhibitors of human ASAP1 ArfGAP activity, primary screen, biochemical, fluorescence polarization | ASAP1-stimulated ARF1 GTP hydrolysis, GDP FP detection | inhibition, % at 16.5 µM | hit rate 0.19% among 360,000 | Arf-GAP with SH3 domain, ANK repeat and PH domain-containing protein 1 (Homo sapiens), …; in the data active means inhibition above about 25%;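 further: 0% = vehicle with enzyme and substrate and 100% = no enzyme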
ADAM10 inh – human ADAM10 inhibitors, primary screen, biochemical, QFRET, HTS; Disintegrin and metalloproteinase domain-containing protein 10 (Homo sapiens), O14672; recombinant ADAM10, EDANS/DABCYL FRET peptide cleavage, 3 h; inhibition, % at 7 µM; hit rate 0.62% among 370,000; AID 720582, 2013;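 active means inhibition above a per-campaign cutoff equal to the mean of compounds falling between control-based bounds plus 3 SD, cut at about 20% in these data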;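 further: 0% = DMSO wells while the 100% control is not disclosed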
Numbers without * were called inactive; x = not tested or not shown.

item | structure | HGIII-sPLA2 inh | ARFGAP1 inh | DDE Tn6 FP inh | NPR2 activator | NPR1 activator | rCAG RNA binder | proKLK7 act | GAA850 FXN act | ASAP1 inh | ADAM10 inh
1 | COc1cc(C(Nc2ccc(S(=O)(=O)NCC3CCCO3)cc2)C(=O)NC(C)(C)C)cc(OC)c1OC (stereo not drawn) | -12 | -7 | 2 | -6 | -2 | -2 | 0.2 | 1.3 | -10 | 7
2 | O=C(CNC(=O)c1ccccc1F)N/N=C\C=C\c1ccccc1 | 3 | 0 | -1 | -3 | 0 | -3 | 0.2 | 1.7 | -1 | 8
3 | CC(C)Oc1ccc(C2CC(=O)N(Nc3ccc([N+](=O)[O-])cc3[N+](=O)[O-])C2=O)cc1 (stereo not drawn) | -31 | 0 | 5 | -8 | -1 | 13 | -0.1 | 0.0 | -3 | -1
4 | O=C1CCCN1CCCNc1ncccc1[N+](=O)[O-] | 4 | -8 | 6 | 0 | -3 | -1 | 0.1 | 1.4 | -4 | -6
5 | O=C(Cc1ccccc1)NCC(=O)N/N=C/c1ccc(C(=O)O)cc1 | 5 | 4 | 10 | 4 | 0 | -2 | -1.0 | 0.5 | -1 | -13
6 | Cc1ccc(S(=O)(=O)N2CCN(S(C)(=O)=O)C2)cc1 | 3 | 9 | -2 | 2 | 2 | -2 | 0.1 | 1.5 | 3 | -2
7 | CCCCNCc1cc(OCC)c(OCC)cc1Br | 2 | -5 | 1 | -1 | -5 | -3 | 0.3 | -1.0 | 5 | -4
8 | CC(C)C(C(=O)N1CCOCC1)N1C(=O)c2ccccc2C1=O (stereo not drawn) | -2 | -9 | 6 | 2 | -2 | -3 | -0.4 | 0.4 | -12 | -1
9 | CCCNC(=O)C[C@@H]1CC[C@@H]2[C@H](COC[C@H](O)CN2C(=O)c2cc(Cl)cc(Cl)c2)O1 | 8 | 2 | -2 | -2 | 2 | 1 | -0.1 | x | 11 | -8
10 | CC(=O)OC1(C(C)=O)CCC2C3CC(Cl)C4=CC(=O)CCC4(C)C3CCC21C (stereo not drawn) | -1 | 12 | 6 | -6 | -6 | 1 | -0.2 | 4.0 | 5 | -9
11 | CN(c1ccccc1C(=O)Nc1cccc(Cl)c1Cl)S(C)(=O)=O | -8 | -13 | -3 | 3 | -1 | -1 | -0.1 | -0.5 | -9 | -3
12 | COc1ccccc1N(CC(=O)N1CCCC1)S(=O)(=O)c1cc([N+](=O)[O-])ccc1Cl | -1 | 6 | 8 | 4 | -2 | 2 | 0.9 | -1.1 | -12 | -2
13 | CC(=O)N1Cc2ccccc2CC1C(=O)O (stereo not drawn) | 4 | -4 | 5 | 9 | 1 | 5 | -0.9 | -2.0 | 7 | -4
14 | COCCn1c(SCC(=O)Nc2cc(C)on2)nnc1-c1ccccc1 | 3 | 14 | 0 | 4 | 3 | 0 | 0.6 | 0.7 | 1 | 2
15 | CCCn1c(=N)c(C(=O)NCc2ccc3c(c2)OCO3)cc2c(=O)n3cccc(C)c3nc21 | 2 | 2 | 2 | -4 | 6 | 11 | 0.2 | 0.8 | -19 | -6
16 | CCc1ccc(NC2=NC(C(=O)c3ccccc3)CC(=O)N2)cc1 (stereo not drawn) | 5 | 1 | 0 | 6 | -8 | 0 | -0.6 | 1.5 | -10 | -5
17 | COc1ccccc1OCc1ccc(C(=O)NCCN(C)C)o1 | 3 | -3 | 9 | 0 | 12 | 2 | 0.1 | -0.4 | 3 | 4
18 | CS(=O)(=O)N(CC(=O)Nc1ccc2c(c1)OCO2)c1ccc(Cl)cc1 | -7 | -4 | 5 | -2 | -5 | -3 | -1.0 | 3.1 | 0 | -1
19 | CCN(CC)CCCN=Cc1c(O)n(-c2c(C)cccc2C)c(=O)c2ccccc12 | -3 | 12 | -4 | -8 | 4 | -1 | 3.2 | -0.1 | 3 | -130
20 | COC(=O)C1CN(CCO)CCS(=O)(=O)N1Cc1cn(Cc2ccccc2Br)nn1 (stereo not drawn) | 2 | x | -7 | 6 | 4 | 2 | 0.1 | x | x | -1
21 | CC(=O)c1c(OC(=O)c2ccco2)c2ccccc2n1C | -12 | -6 | 4 | 3 | -4 | -4 | 0.5 | -1.7 | -3 | 3
22 | CC(=O)n1cc([C@@H]2C=C(C(=O)N3CCN(Cc4ccc5c(c4)OCO5)CC3)O[C@H](OCc3ccc(CO)cc3)C2)c2ccccc21 | -21 | -3 | 4 | -1 | -1 | 3 | 0.4 | -3.6 | 1 | 12
23 | Cc1ccc(S(=O)(=O)N2CCCC(C(=O)Nc3cccnc3)C2)cc1 (stereo not drawn) | 1 | 3 | 1 | 0 | 3 | -6 | -0.2 | -2.4 | 2 | 1
24 | CC(Sc1nnc(-c2ccccc2Br)n1-c1cccc(C(F)(F)F)c1)C(N)=O (stereo not drawn) | 0 | -1 | 4 | -3 | -4 | -2 | 0.4 | 0.4 | 9 | 4
25 | Clc1ccc(Cn2c(-c3cccnc3Cl)nc3ccccc32)c(Cl)c1 | -15 | 3 | 4 | -9 | -10 | -4 | 0.1 | 0.3 | 10 | 0
26 | O=C1/C(=C2/NCCN2C2CC(=O)N(c3ccccc3)C2=O)CC/C1=C\c1ccccc1 (stereo not drawn) | -2 | 0 | -5 | 2 | -4 | -4 | -0.2 | -1.6 | -5 | -1
27 | COc1cc(NC(=O)CN2CCN(c3ccccc3F)CC2)c(C)cc1[N+](=O)[O-] | 6 | 5 | 1 | 1 | 1 | -1 | 0.3 | 2.1 | -2 | -4
28 | Cc1ccc(OCC(=O)c2cc(C)n(C3CC3)c2C)c([N+](=O)[O-])n1 | 9 | -2 | 2 | 2 | -4 | -3 | 0.9 | -2.7 | 2 | -5
29 | O=C1c2ccccc2S(=O)(=O)N1CC(O)Cn1ccc2ccccc21 (stereo not drawn) | -16 | -3 | 7 | 0 | -3 | 3 | 0.4 | 0.1 | -3 | 4
30 | O=c1[nH]nc2c3ccccc3occ1-2 | 11 | 0 | -8 | -6 | -3 | 0 | 0.1 | x | -13 | -17

Overlap with the part before: 2 compounds, followed by the next part.
item | structure | HGIII-sPLA2 inh | ARFGAP1 inh | DDE Tn6 FP inh | NPR2 activator | NPR1 activator | rCAG RNA binder | proKLK7 act | GAA850 FXN act | ASAP1 inh | ADAM10 inh
29 | O=C1c2ccccc2S(=O)(=O)N1CC(O)Cn1ccc2ccccc21 (stereo not drawn) | -16 | -3 | 7 | 0 | -3 | 3 | 0.4 | 0.1 | -3 | 4
30 | O=c1[nH]nc2c3ccccc3occ1-2 | 11 | 0 | -8 | -6 | -3 | 0 | 0.1 | x | -13 | -17
31 | CCOC(=O)C1=CN(Cc2cccc(F)c2)S(=O)(=O)N(C)C1c1cccc(OC)c1 (stereo not drawn) | -12 | -4 | 8 | -1 | -4 | 1 | 0.0 | 0.1 | -6 | 5
32 | CNC(=O)COC(=O)/C=C/c1nc2ccccc2s1 | 5 | -9 | 1 | -1 | 5 | -3 | -5.5 | 0.6 | -5 | -90
33 | C=CCOc1ccc2cccc(/C=N/NC(=O)c3cc4cc([N+](=O)[O-])ccc4s3)c2c1 | 0 | -2 | 3 | -2 | 1 | 5 | -0.1 | -0.6 | 0 | 4
34 | COc1ccc2c(c1)CC[C@@H]1[C@@H]2CC[C@]2(C)C(=O)CC[C@@H]12 | 5 | 0 | 6 | -1 | 2 | 0 | -0.3 | 0.5 | -3 | -7
35 | COC(=O)[C@@]12C[C@@H](CC(=O)NCc3ccc(C)o3)C(=O)N(Cc3ccco3)C1=CCC(C)(C)C2 | -8 | -7 | 3 | -1 | -1 | 2 | -0.1 | x | 2 | -19
36 | O=C(CCCN1C(=O)C2C3C=CC(C3)C2C1=O)N1CCN(c2ccccc2)CC1 (stereo not drawn) | 7 | -4 | -1 | 6 | 0 | -4 | -0.2 | -0.5 | 0 | 15
37 | O=C(CN1CCN(c2ccccc2F)CC1)Nc1ccccc1F | 8 | 20 | 5 | -3 | 0 | -9 | -0.1 | 2.4 | -2 | 0
38 | CN(c1ccccc1)S(=O)(=O)c1cccc(NC(=O)CCNC(=O)c2ccco2)c1 | 2 | 7 | -5 | -2 | 2 | 5 | -0.7 | 1.2 | -1 | -17
39 | O=[N+]([O-])c1ccc2nc(-c3ccccc3)oc2c1 | 2 | 11 | -7 | -2 | 6 | 3 | -0.4 | 2.4 | -9 | 2
40 | CNc1cccc(-c2ccc(C(=O)N3CCOCC3)cc2)n1 | 0 | 5 | -4 | 1 | -1 | 1 | 3.5 | 2.2 | 5 | -86
41 | CC(=O)N1CCCC(C(=O)c2ccc(Oc3ccccc3)cc2)C1 (stereo not drawn) | 6 | 4 | -1 | -1 | 5 | -5 | 0.4 | 1.8 | -1 | -1
42 | O=C(CSC1=NS(=O)(=O)c2ccccc2N1)c1ccccc1 | -49 | 5 | 0 | 3 | 3 | 6 | 0.0 | 1.9 | 8 | 0
43 | COc1cccc(Cn2c(N)c(C#N)c3nc4ccccc4nc32)c1OC | -32 | -2 | 7 | 17 | 22 | 6 | -208 | 3.2 | 6 | -332
44 | O=C(c1cccc(S(=O)(=O)N2CCOCC2)c1)N(CCc1ccccc1)Cc1ccccc1 | -12 | -11 | -3 | -4 | -5 | -4 | -0.9 | -0.5 | 1 | -7
45 | COc1cc2c(cc1OC)C1Cc3ccc(OC)c(OC)c3CN1CC2 (stereo not drawn) | 3 | -17 | 0 | 1 | 1 | 5 | -0.5 | -1.8 | -2 | 16
46 | COc1ccc(/C=C2\SC(=S)N(CCC(=O)Nc3cccc(C(=O)O)c3)C2=O)cc1OC | -8 | 5 | 5 | 3 | -2 | 12 | -0.5 | 1.7 | -1 | -1
47 | COc1ccc(S(=O)(=O)N2CCCCC2)cc1NC(=S)Nc1cccc(Cl)c1C | 3 | 18 | -5 | 1 | -3 | 7 | -0.4 | 0.1 | 7 | 4
48 | CCOC(=O)C1(Cc2ccccc2)CCCN(Cc2ccncc2)C1 (stereo not drawn) | -6 | -1 | -3 | -3 | -1 | -6 | -0.2 | 0.1 | -3 | 3
49 | CN(C)c1cccc(NC(=O)C2(C)Cc3c(-c4cccnc4)ccnc3O2)c1 (stereo not drawn) | 9 | 0 | 2 | -1 | 0 | -1 | -0.5 | -2.0 | -3 | -7
50 | COc1cccc(N2C(=O)c3ccncc3C2=O)c1 | 4 | -7 | -5 | -1 | 3 | 8 | 0.4 | 0.1 | 11 | 7
51 | Nc1nc(-c2ccccc2)nn1C(=O)c1ccco1 | 10 | -3 | 5 | 1 | 0 | 2 | 0.2 | -1.5 | -6 | -4
52 | COc1cccc(-c2c(C(=O)N/N=C(\C)c3ccco3)nnn2-c2nonc2N)c1 | -11 | -6 | -7 | -2 | 4 | 1 | 0.5 | 0.9 | -2 | -1
